# Screens: PubChem, several laboratories
# Autophagy mod: modulators of autophagy | MEF GFP-LC3 puncta imaging; test concentration mostly 10 µM | calls only at 10 µM (by protocol) | 190,000 tested, 0.98% active | AID 463193;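 active = percentage of spot-positive cells more than 3 SD above its plate mean, without a fluorescence outlier flag or 80% toxicity; inconclusive = no clear call, values can overlap the other calls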;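 also: spot-positive cell cutoff set from DMSO-treated cells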
# AID2073: disruptors of CaV2.2 binding to Mint1 – biochemical, HTRF (AID 2073) | HTRF protein-protein interaction, Mint1-CaV2.2; higher % means a stronger effect | inhibition, % at 20 µM, or IC50 in µM where a hit was titrated | 290,000 tested, 0.19% active; in the data active = inhibition mostly above about 51%, no sharp cut-off; inconclusive = no clear call, values can overlap the other calls; inactive = mostly below about 53%; also: some results filed as inactive read as strong as hits
# NTR1 agonist: agonists of NTR1, primary screen, imaging, U2OS cells, beta-arrestin-GFP, high content (AID 493036) | P30989 | NTR1-U2OS beta-arrestin-GFP spot imaging, agonist mode | activation, % at 20 µM | 330,000 tested, 0.17% active;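 active = activation at or above 40% of the spot to cytoplasm intensity ratio, with at least 20 cells analyzed; inconclusive = wells under 20 cells, flagged as cytotoxic or low count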;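 also: 0% = DMSO without peptide and 100% = 100 nM NTR1 peptide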
# Target sequence (P30989 whole entry, looked up): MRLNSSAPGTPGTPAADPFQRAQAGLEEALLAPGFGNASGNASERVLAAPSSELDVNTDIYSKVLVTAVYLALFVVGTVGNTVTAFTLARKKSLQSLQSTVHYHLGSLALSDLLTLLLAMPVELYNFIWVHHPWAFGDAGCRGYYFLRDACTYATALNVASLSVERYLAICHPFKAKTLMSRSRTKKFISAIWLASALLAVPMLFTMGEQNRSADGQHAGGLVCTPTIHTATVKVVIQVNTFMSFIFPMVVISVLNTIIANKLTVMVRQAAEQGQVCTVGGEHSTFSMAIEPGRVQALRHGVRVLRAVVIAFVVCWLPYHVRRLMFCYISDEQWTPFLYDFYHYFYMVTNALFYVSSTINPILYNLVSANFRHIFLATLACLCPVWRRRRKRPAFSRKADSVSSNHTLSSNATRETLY
# NS5 inhibitors: Dengue-2 NS5 methyltransferase inhibitors, primary screen, biochemical, confirmation dose response (AID 588689); Dengue-2 NS5 methyltransferase capping enzyme assay, biochemical; higher % means a stronger effect; inhibition, % at 25 µM, or IC50 in µM where a hit was titrated; 340,000 tested, 0.3% active; in the data active = a potency from the dose series; inconclusive = inhibition above about 29% without an active follow-up result
# LYP phosphatase: PTPN22 lymphoid phosphatase activity blockers – biochemical, fluorescence intensity, uHTS (AID 1779). recombinant LYP phosphatase, fluorescence intensity; higher % means a stronger effect. 290,000 tested, 0.054% active. inhibition, % at 11.5 µM; hits with a dose series show IC50 in µM; in the data active = inhibition above about 50%;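 also: plate controls were vehicle with enzyme for no effect and no enzyme for full effect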
# GPR35 arrestin U2OS: GPR35 antagonists blocking zaprinast-driven arrestin recruitment, primary screen, imaging, U2OS, beta-arrestin-GFP, zaprinast agonist (AID 2058); U2OS GPR35 beta-arrestin-GFP translocation imaging, zaprinast antagonism; higher % means a stronger effect; inhibition, % at 10 µM, or IC50 in µM where a hit was titrated; 290,000 tested, 0.052% active;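 active = inhibition of at least 50% with at least 30 cells and total cytoplasm GFP at most 10,000,000; inconclusive = under 30 cells or total GFP of 10,000,000 plus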
# UTI89 phage lysis: inhibition of K1F phage lysis, E. coli UTI89, bacterial capsule biogenesis inhibitors, alamar blue (AID 488966) | E. coli UTI89 K1F phage lysis, alamar blue, 2 h; higher % means a stronger effect | one-dose inhibition, % at 100 µM; IC50 in µM for titrated hits | 340,000 tested, 0.02% active;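 active = phage lysis inhibition, versus mean bacterial control, above a set limit; inconclusive = no clear call, values can overlap the other calls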;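 also: capsule biogenesis inhibitors block K1F phage lysis so surviving cells raise fluorescence; higher fluorescence means more inhibition of phage lysis; actives were called in the ten point dose series up to 300 µM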
# WT yeast gro inh: growth inhibition of WT yeast, mitochondrial fusion screen; mitochondrial fusion phenotypic screen, WT strain; inhibition, % at 10 µM; 190,000 tested, 2.1% active; in the data active = inhibition above about 58%; tested in S. cerevisiae
# RSV antiviral HEp-2: RSV antiviral activity via CPE protection, HEp-2 cells, primary 10 µM value included (AID 2391); HEp-2 cells, RSV-induced CPE inhibition; higher % means a stronger effect; CPE inhibition, % at 10 µM; hits with a dose series show IC50 in µM; 310,000 tested, 0.13% active; in the data active = a potency from the dose series; inconclusive = CPE inhibition mostly from about 23% at the one dose, without a potency; inactive = the rest, 99 in 100 with CPE inhibition below about 21%; also: strong numbers were not always called active
# WT yeast gro inh mutant strain: recorded beside WT yeast gro inh, whose call it bears; inhibition, %; mitochondrial fusion phenotypic screen, mutant strain inhibition
# Autophagy mod cell loss 18 h: second read-out of Autophagy mod, no call of its own (marks repeat the call); toxicity, %; measured here: cell loss, nuclei count;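 cell loss after 18 h compound exposure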
# NTR1 agonist cell count 20 µM: further read-out of NTR1 agonist, marked with its call; cell count; measured here: cell count, cytotoxicity flag
# NS5 inhibitors pilot replicate: further read-out of NS5 inhibitors, marked with its call; inhibition, %; measured here: pilot screen replicate inhibition
# * = called active by the depositor; i = inactive; u = inconclusive; x = no result given; [ ] = dose if it differs, or a comment. This is a random part of the collection; overall some 2.6% were active at least once.
SMILES,Autophagy mod,Autophagy mod cell loss 18 h,AID2073,NTR1 agonist,NTR1 agonist cell count 20 µM,NS5 inhibitors,LYP phosphatase,GPR35 arrestin U2OS,UTI89 phage lysis,WT yeast gro inh,WT yeast gro inh mutant strain,RSV antiviral HEp-2,others
COc1cc(CN2CCC(C(=O)N3CCN(c4ccccc4F)CC3)CC2)ccc1O,i,-6,-1%,0.1,54,-3%,-5%,10%,0.2%,-8,-3,-1.2%,NS5 inhibitors pilot replicate=-4.2
C=CCN(C(=O)c1csnn1)C(C(=O)NC1CCCCC1)c1ccc(Cl)cc1 (centres undefined),x,x,-9%,-0.2,53,-2%,-9%,-4%,0.2%,x,x,1.2%,
CC1(C)CC(=O)C(C=Nc2ccc(O)c(N=CC3=C(O)CC(C)(C)CC3=O)c2)=C(O)C1,i,2,17%,0.6,85,20%,-1%,-2%,0.1%,-7,18,3.3%,
Cc1cc(S(=O)(=O)N2CCCC2)ccc1OCC(=O)N1CCOCC1,i,-8,-2%,4.1,39,-6%,2%,-1%,-1.1%,-15,-14,0.9%,
CCOC(=O)C1CCCN(S(=O)(=O)c2ccc(OC)cc2)C1 (centres undefined),i,2,5%,-0.2,76,0%,-1%,-10%,-1.2%,10,21,0.4%,
COc1ccc(OC)c(NC(=O)COc2ccc3c(c2)CCC3)c1,x,x,x,5.5,51,-4%,x,x,0.3%[50 µM],x,x,2.0%,
CC12CC3CC(C)(C1)CC(C(O)CN1CCOCC1)(C3)C2 (centres undefined),x,x,10%,2.4,54,-3%,-9%,1%,0.1%,x,x,-1.2%,NS5 inhibitors pilot replicate=2.1
CCOC(=O)Nc1ccc2c(c1)Sc1ccccc1N2C(=O)CCN1CCOCC1,i,-24,4%,0.0,56,-6%,-9%,1%,1.1%,15,-5,1.1%,
Cc1cccc(NC(=O)CSc2nc(NS(=O)(=O)c3ccccc3)cc(=O)[nH]2)c1,i,-9,8%,-0.9,38,5%,-13%,2%,0.0%,-6,-10,4.8%,
CC(C)C(=O)NC(c1ccccc1Cl)c1c(O)ccc2ccccc12 (centres undefined),i,-3,31%,1.8,88,6%,-4%,9%,-0.5%,5,4,-1.0%,
COc1ccc(C2=Nc3cc(C)ccc3OC2)cc1,i,-21,-3%,2.4,55,5%,-4%,4%,2.4%,-11,0,0.8%,
COc1ccc(/C=N/NC(N)=S)cc1OC(=O)c1cccc2ccccc12,i,-12,7%,12,93,-7%,0%,3%,0.3%,61*,26*,10%,
N#Cc1cc2c(=O)n3ccccc3nc2n(CCCN2CCOCC2)c1=O,i,-10,5%,-2.4,78,5%,-31%,18%,0.4%,13,-4,1.2%,
Cc1ccccc1-n1nc(SCC(=O)O)sc1=S,i,11,37%,1.1,44,-9%,-3%,-2%,-0.3%,-9,0,-1.0%,
O=C(NCCN1CCCCC1)c1c(O)c2ccccc2[nH]c1=O,i,13,-4%,-1.5,66,2%,-8%,12%,-0.3%,7,-10,0.0%,
CCOC(=O)c1ccc(NC(=O)CN2CCN(c3ccccc3)CC2)cc1,i,5,-1%,0.1,60,-10%,-1%,3%,0.2%,-2,-1,0.5%,
COC(=O)c1ccc(NC(=S)N2CCN(C(=O)c3ccco3)CC2)cc1,x,x,-39%,0.9,68,-6%,-5%,-7%,0.8%[50 µM],x,x,2.6%,
O=C(NCCN1CCOCC1)C1CCN(c2ncnc3c2sc2cccc(F)c23)CC1,i,9,7%,-1.1,93,-2%,-5%,-6%,-0.2%,6,8,0.5%,
Cc1nn(C(C)C(=O)NCCCN(Cc2ccccc2)C(C)C)c(=O)c2c1sc1ccccc12 (centres undefined),x,x,0%,0.1,70,-3%,-8%,2%,0.3%,x,x,-1.4%,
CCN(CC)CCCNC(=O)C1c2cc(OC)c(OC)cc2C(=O)N(C)C1c1cccnc1 (centres undefined),i,3,2%,0.1,60,-11%,4%,-2%,0.3%,-19,30,-0.1%,
Cc1cc(=O)oc2c3c(cc(OCC(=O)N[C@@H](CC(C)C)C(=O)O)c12)OC(C)(C)CC3,x,x,36%,20,94,5%,-13%,-2%,-0.1%,x,x,1.0%,
CC1(C)C(=O)C2(CCCCC2)C(=O)OC1c1cccs1 (centres undefined),i,-14,2%,-0.1,52,-1%,5%,9%,0.5%,0,-10,1.7%,
COc1ccccc1/C=N/NC(=O)CNC(=O)c1ccc(S(=O)(=O)N(C)C)cc1,i,-14,-11%,-1.7,72,4%,-1%,2%,0.1%,4,1,-0.3%,
O=C1C(Nc2ccccc2)=C2CCCC=C2N1c1ccccc1,i,11,7%,1.9,69,-8%,-5%,6%,0.7%,4,3,-0.8%,
CCOC(=O)Cn1nc(C)cc1NC(=O)c1ccncc1,i,2,-6%,-0.1,57,0%,-2%,-10%,1.1%,-3,-5,-0.8%,
Cc1noc(C)c1-c1nc(CS(=O)(=O)c2ccc(F)cc2)no1,x,x,4%,-0.4,40,x,-5%,0%,x,x,x,x,
COCCN(C(=O)COC(=O)c1cccnc1SC)c1c(N)n(Cc2ccccc2)c(=O)[nH]c1=O,x,x,x,-0.8,57,-3%,x,x,-2.0%,x,x,0.7%,
COc1ccc(C(=O)O)cc1S(N)(=O)=O,i,0,0%,0.4,48,-7%,-11%,7%,0.2%,-15,-5,-1.1%,
COc1ccc2ccccc2c1/C=N/NC(=O)c1nnn(-c2nonc2N)c1CN(C)C,x,x,-2%,0.3,56,-10%,2%,3%,0.3%,x,x,1.3%,
Cn1c(-c2ccc[nH]c2=O)nc2cc(Cl)ccc21,i,14,14%,0.5,89,2%,-10%,6%,0.1%,-7,-9,0.9%,
Cc1cccc(CSc2nc(N)c(C#N)c(-c3cccs3)c2C#N)c1,i,1,26%,8.8,90,0%,-2%,-21%,0.3%,57,16,u,NS5 inhibitors pilot replicate=-5.2
COc1ccc(-c2nnc(NC(=O)CSc3ccccc3)s2)cc1OC,i,-9,30%,0.7,46,-3%,-2%,18%,-1.4%,-7,3,2.1%,
Cc1nnc(OCC(=O)NCCC2=CCCCC2)c2ccccc12,i,-3,6%,0.3,48,-3%,-12%,-5%,3.0%,-9,15,-0.6%,
COc1ccc(NC(=O)NCc2cccnc2)c(OC)c1,x,x,9%,-0.3,65,-1%,-6%,1%,0.0%,x,x,0.8%,
Cc1ccc(C(=O)Nc2c(N)nc(SCC(=O)NCC3CCCO3)[nH]c2=O)cc1 (centres undefined),x,x,6%,-0.5,50,1%,-5%,-10%,2.5%[50 µM],x,x,0.7%,
Cc1csc2ncc(C(=O)NC(C)c3ccccc3)c(=O)n12 (centres undefined),x,x,4%,3.8,64,-1%,-4%,1%,0.8%,-7,-8,0.7%,
Cc1ccc(C(C)C)c(OCCNCc2ccccc2)c1,x,x,-2%,4.8,48,-4%,-4%,6%,-1.3%,x,x,12%,
COCCCNC(=S)N/N=C/c1ccc(N(C)C)cc1Cl,x,x,2%,-1.2,39,-4%,-7%,2%,3.0%,x,x,x,
C/C(=N\Nc1nncc2ccccc12)c1ccc(Cl)c([N+](=O)[O-])c1,x,x,20%,0.2,45,-1%,-12%,8%,-0.1%,x,x,-0.7%,
CC(CNC(=O)CCS(=O)(=O)c1ccc2c(c1)NC(=O)CO2)c1ccccc1 (centres undefined),x,x,-5%,0.2,40,-1%,-8%,9%,i,x,x,1.5%,
COc1ccc(OC)c(N(CC(=O)N2CCC(C)CC2)S(=O)(=O)c2ccc(OC)c(OC)c2)c1,i,7,6%,-4.0,84,-11%,3%,8%,0.2%,-7,-19,-0.2%,
COc1ccc(N2CC(C(=O)N/N=C/c3c[nH]c4ccccc34)CC2=O)cc1 (centres undefined),i,-1,18%,-1.6,88,5%,-6%,-12%,0.0%,3,-4,0.9%,
Cc1ccc(C2CCN(C(=S)NC(C)C)C2)cc1 (centres undefined),i,-1,6%,1.5,53,-11%,4%,-4%,-0.1%,12,9,0.5%,
Cc1ccc(C)n1-c1cccc(C(=O)O)c1,x,x,26%,5.7,64,x,4%,5%,x,-1,-31,0.8%,
CN(CC(=O)N1CCCCCC1)S(=O)(=O)c1ccccc1,x,x,12%,0.3,42,4%,-11%,-11%,0.2%,x,x,1.2%,
CCC(C)c1ccc(NC(=S)NCc2cccs2)cc1 (centres undefined),i,-3,-6%,7.2,64,10%,-3%,15%,4.9%,6,2,6.2%,
CCOC(=O)C=C(C(=O)OCC)C(=O)OCC,i,15,8%,x,x,14%,-9%,-5%,-0.5%,16,-5,x,
COc1cc(/C=N/NC(=O)C2CCN(CC(O)COCc3ccccc3)CC2)cc(OC)c1OC (centres undefined),i,-5,-11%,-0.2,59,-5%,-39%,-3%,0.4%,-6,0,-0.5%,
Cc1cc(=O)oc2c(C)c(OC(C)C(=O)NCCN3CCOCC3)ccc12 (centres undefined),x,x,7%,-1.7,57,-6%,-10%,-1%,0.1%,x,x,1.5%,
COc1ccc(C(=O)NNC(=O)c2cc3cc(OC)ccc3oc2=O)cc1,x,x,34%,-0.4,49,0%,-3%,4%,-0.3%,x,x,x,
CCOC(=O)c1c(C)c(C(=O)Nc2ccc3c(c2)OCCO3)c(C)n1CC,i,-15,-1%,x,x,-10%,-3%,-1%,6.0%,-10,2,-0.6%,
O=C1CCN(C(=O)c2cccs2)c2ccccc21,i,7,-8%,-0.8,57,-1%,-2%,-5%,-1.4%,-14,-13,1.9%,
COc1cc(/C=N/NC(=O)c2ccccc2O)ccc1OC(=O)CC1SC(=O)NC1=O (centres undefined),x,x,9%,2.5,49,29%,-1%,21%,0.2%,x,x,0.2%,
CC(C)C[C@H](NC(=O)c1[nH]cnc1C(=O)Nc1ccccc1)C(=O)OC(C)(C)C,x,x,5%,34,82,0%,0%,-2%,2.7%,x,x,-4.5%,
Cc1ccc(/C=N/n2cnc3sc(-c4ccccc4)cc3c2=O)o1,i,-9,-7%,-1.1,62,2%,-1%,15%,1.4%,86*,20*,2.4%,
CN(C)S(=O)(=O)c1cccc(NC(=S)NNC(=O)c2cc3ccccc3cc2O)c1,x,x,x,0.5,55,-3%,x,x,0.1%,x,x,4.4%,

# Quoted at random: 2 compounds from above.
SMILES,Autophagy mod,Autophagy mod cell loss 18 h,AID2073,NTR1 agonist,NTR1 agonist cell count 20 µM,NS5 inhibitors,LYP phosphatase,GPR35 arrestin U2OS,UTI89 phage lysis,WT yeast gro inh,WT yeast gro inh mutant strain,RSV antiviral HEp-2,others
COc1cc(/C=N/NC(=O)c2ccccc2O)ccc1OC(=O)CC1SC(=O)NC1=O (centres undefined),x,x,9%,2.5,49,29%,-1%,21%,0.2%,x,x,0.2%,
CN(CC(=O)N1CCCCCC1)S(=O)(=O)c1ccccc1,x,x,12%,0.3,42,4%,-11%,-11%,0.2%,x,x,1.2%,
